# Source: PubChem (National Center for Advancing Translational Sciences (NCATS))
# Lipid storage S3: qHTS Assay for Lipid Storage Modulators in Drosophila S3 Cells. Drosophila S3 cells, BODIPY lipid droplet fluorescence, 18-24 h; cells fed with added oleic acid. lipid storage change, negative = inhibition, % at the top dose, mostly 46.1 µM; hits show Potency in µM. 0.64% of 320,000 active. AID 2685; active = well fitted inhibition curve with a large enough effect in the signal ratio, with a control signal flat, not every such curve was filed as active; inconclusive = small, poorly fitted or top-dose-only effect, or effect the other way, or a change in a side signal; the % refers to the signal ratio
#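 Laser-scanning cytometry quantifies lipid droplet accumulation (500–530 nm total intensity; droplet/cell object ratio) in oleic acid-fed (400 uM added) Drosophila S3 cells treated with a concentration series. 20 uM Triacsin C defined 100% inhibition.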
# Lipid storage S3 cell count max: recorded beside Lipid storage S3, whose call it bears; cell number change, %; measured here: cell count max response;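 cells counted by Cell Tracker Red CMTPX staining in the red channel; peak over a dose series mostly up to 46.1 µM; percent activity relative to internal control wells on each plate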
# * marks the source's active call; other numbers are inactive results; i = inactive; ? = inconclusive; · = not tested or not shown; [ ] = another dose, or the depositor's remark. % is set by controls: 0 for no effect and ±100 for the full control effect; potency is the fitted concentration of half-maximal effect. A portion of the library; the hit share may differ from the screen's.
SMILES,Lipid storage S3,Lipid storage S3 cell count max
Cc1ccccc1Nc1cccc2nonc12,?,·
CC1CCN(S(=O)(=O)c2cc(F)ccc2CN2C(=O)c3cccnc3C2=O)CC1,?,·
O=C(Nc1ccc(Cl)c(Cl)c1)N(CCCN1CCOCC1)Cc1cccs1,?,·
O=C(CN1C(=O)c2ccccc2S1(=O)=O)Nc1cc(S(=O)(=O)N2CCCCC2)ccc1Cl,i,·
CN(C)S(=O)(=O)n1cnc(-c2ccccc2)c1-c1ccccc1,?,·
O=C(O)c1ccc(-n2nnnc2SCc2ccccc2F)cc1,?,·
CCCCn1c(N)c(N(CCOC)C(=O)C2CCN(S(=O)(=O)c3ccc(C)cc3C)CC2)c(=O)[nH]c1=O,17%[0.0737 µM],·
Cc1csc(NC(=O)CSc2ccc(-c3ccccc3)nn2)n1,-4%,7
CCCSc1cc(N2CCCC2)nc(-c2ccccc2)n1,-10%,15
COC(=O)c1cc(NC(=O)c2cc(-c3ccccc3Cl)oc2C(F)(F)F)ccc1N1CCOCC1,?,·
COc1ccc(/C=C/c2nc3ccccc3n2Cc2ccccc2OC)cc1,?,·
OC(COc1ccc2c(c1)CCC2)CN1CCN(c2cccc(Cl)c2)CC1 (configuration not stated),?,·
CC(=O)OCC(=O)[C@@]12OC(C)(C)O[C@@H]1C[C@H]1[C@@H]3C[C@H](F)C4=CC(=O)C=C[C@]4(C)[C@@]3(F)[C@@H](O)C[C@@]12C,-6%,-8
CCCCN1C(=O)CN(CCc2ccccc2)C(=O)C1c1ccc(OC)cc1 (configuration not stated),9%,6
Cc1ccc(NC(=O)C2CC(c3ccc(F)cc3)=NO2)cc1 (configuration not stated),24%,6
COc1ccc(S(=O)(=O)N2CCOCC2)cc1NC(=O)COC(=O)C1COc2ccccc2O1 (configuration not stated),18%,-1
O=C(CSc1ccccn1)Nc1cccc(S(=O)(=O)N2CCCC2)c1,?,·
CC(C)c1nc(NCC2CCCO2)c(C#N)c2c1COC(C)(C)C2 (configuration not stated),?,·
CCc1nn(-c2ccccc2)c(N)c1-c1ccc(OC)c(OC)c1,?,·
O=C(CSc1nnc(CNC(=O)c2c(F)cccc2Cl)o1)Nc1ccc2c(c1)OCO2,?,·
O=C1C=C(c2ccccc2)OC(c2ccccc2)O1 (configuration not stated),9%,16
O=C(Nc1ccc(Cl)cc1C(F)(F)F)c1ccccc1,-14%,-10
CC(C)Cc1ccc(C(C)C(=N)N)cc1 (configuration not stated),-3%,16
Cc1ccc(C(=O)OCC(=O)NCc2ccc(Cl)cc2Cl)o1,-26%,-21
C=CCN1C(=NC(=O)CC)SC2CS(=O)(=O)CC21 (configuration not stated),?,·
# (cont.)
SMILES,Lipid storage S3,Lipid storage S3 cell count max
Nc1nonc1-c1nc2ccccc2n1Cc1ccc(F)cc1,16%,-14
Fc1cnc(Cl)nc1N1CCN(c2ccccc2)CC1,?,·
Cc1ccccc1NC(=O)C1CCCN(c2nnc(N3CCCC3=O)s2)C1 (configuration not stated),?,·
COc1ccc(C(=O)NNC(=O)c2cc3cc([N+](=O)[O-])ccc3oc2=O)cc1OC,-10%,14
Cc1ccc(Oc2ccc(NC(=O)Cn3ccsc3=N)cc2)cc1,i,22
COc1cc2c(cc1NC(=S)Nc1cccc(C)c1)oc1ccccc12,?,·
CN1CCN(c2ncnc3c2c(-c2ccccc2)cn3-c2ccc(F)cc2)CC1,-2%,-17
CCCCNC(=S)N1CCN(c2ccc(C(C)=O)cc2)CC1,12%,1
COc1ccc(/C(=C\Nc2ccc(C)c(C)c2)C(C)=O)cc1OC,-1%,24
CCCCOc1ccc(NC(=S)Nc2cc(C)nc(SCCCC)n2)cc1,-16%,-6
Cc1cc(N2CCOCC2)nc2ccc(Cl)cc12,12%,7
Cc1ccc(OCCn2nnc3ccccc32)cc1C,?,·
CN(C)S(=O)(=O)c1ccc(Cl)c(C(=O)OCC(=O)NC(=O)c2cccn2C)c1,17%,4
Cc1ccc(-c2csc(NC(=S)NC(=O)c3ccco3)n2)cc1,7%,-5
CC1Sc2ccc(S(=O)(=O)N3CCC(C(=O)NCc4ccco4)CC3)cc2NC1=O (configuration not stated),?,·
C/C(CC(=O)Nc1ccc2ccccc2c1)=N\NC(=O)c1cnccn1,?,·
Cn1cccc1C(=O)C(=O)Nc1ccccc1C(F)(F)F,-7%,-1
O=C(NC(=S)Nc1ccc(CN2CCOCC2)cc1)c1ccc(-c2ccc(Cl)cc2)o1,-10%,12
COc1ccccc1OCCSc1nc(N)cc(N)n1,13%,0
CCn1c(SCC(=O)NNC(=O)c2ccco2)nnc1-c1ccco1,1%,-13
Cc1ccc(C)c(-n2c(SCC(=O)N3CCCC3)nnc2-c2ccccn2)c1,?,·
O=C(NCCN1CCN(C(=O)NC2CCCCC2)CC1)NC1CCCCC1,?,·
O=C(Oc1ccc2ccc(=O)oc2c1)C1CCCCC1,-28%,-3
O=C(NC1CCCC1)C(c1ccncc1)N(C(=O)c1csnn1)c1ccc(F)c(Cl)c1 (configuration not stated),i,9
O/N=C/c1cc(Cl)ccc1OCc1cccc2ccccc12,?,·

# Part of the list above in order of count of non-hydrogen atoms, smallest number first.
SMILES,Lipid storage S3,Lipid storage S3 cell count max
Cc1ccc(OCCn2nnc3ccccc32)cc1C,?,·
C/C(CC(=O)Nc1ccc2ccccc2c1)=N\NC(=O)c1cnccn1,?,·
CN1CCN(c2ncnc3c2c(-c2ccccc2)cn3-c2ccc(F)cc2)CC1,-2%,-17

# An excerpt of these results, with two lines to a compound.
# Results follow in this order: Lipid storage S3 | Lipid storage S3 cell count max
Nc1nonc1-c1nc2ccccc2n1Cc1ccc(F)cc1
→ 16% | -14
CN1CCN(c2ncnc3c2c(-c2ccccc2)cn3-c2ccc(F)cc2)CC1
→ -2% | -17
COc1ccc(/C(=C\Nc2ccc(C)c(C)c2)C(C)=O)cc1OC
→ -1% | 24

# Further structures:
SMILES,Lipid storage S3,Lipid storage S3 cell count max
Cc1ccc(NC(=O)CCN2C(=O)c3ccccc3C2=O)c(C)c1,-5%,5
CCCN(CC(=O)Nc1ccccc1C)C(=O)CSc1ccccc1C,?,·
COc1ccc(CCNC(=O)c2ccc(S(=O)(=O)N3CCCCC3)cc2)cc1,-1%,-17
O=C(Nc1cccc(-c2cnc3ccccc3n2)c1)C1CC(=O)N(c2ccccc2)C1 (configuration not stated),?,·
Cc1c(NC(=O)COc2ccc3ccc(=O)oc3c2)c(=O)n(-c2ccccc2)n1C,?,·
Nc1nc(CSc2nnc(-c3cccc(F)c3)n2-c2ccccc2)nc(N2CCOCC2)n1,7%,11
Cc1ccc(C)c(CSCC(=O)NCc2cccs2)c1,?,·
O=C(CN1CCCCCC1)N1c2ccccc2C=Cc2ccccc21,23µM*,-1.7*
O=C1c2ccccc2CC1Sc1nnc(-c2ccccn2)o1 (configuration not stated),15%,-11
CCOP(=O)(OCC)c1cccc(P(=O)(c2ccccc2)c2ccccc2)c1O,?,·
COC(=O)C(Cc1ccc(O)cc1)NC(=O)CCc1ccco1 (configuration not stated),?,·
CCOc1c(OC(C)=O)ccc(/C=C2\N=C(SCC)SC2=O)c1[N+](=O)[O-],?,·
C/C(=N\N=C1\NC(=O)C(CC(=O)NCc2ccccc2)S1)C(C)C (configuration not stated),?,·
Cc1c([N+](=O)[O-])cc(S(=O)(=O)Nc2ccc(-c3ccc(N4CCCC4)nn3)cc2)cc1[N+](=O)[O-],?,·
COC(=O)C1(C(C[N+](=O)[O-])c2ccco2)C(=O)NCC1c1ccccc1 (configuration not stated),i,·
Cc1cccc(/C=C/C(=O)c2cc(Br)ccc(=O)c2O)c1,?,·
COc1ccc(NC(=O)CN2CCC(C(N)=O)(N3CCCCC3)CC2)c(OC)c1,?,·
O=C(CCN1CCCCC1)N/N=C/c1ccc(Br)cc1,-1%,-13
COc1ccccc1-c1nc(COc2ccc(Cl)cc2Cl)no1,16%,-2
CCOC(=O)c1nn(-c2ccc(Cl)cc2)c2nnc(Cc3ccccc3)c(=O)n12,-3%,13
N=c1c(C(=O)NCCc2ccccc2)cc2c(=O)n3ccccc3nc2n1Cc1ccco1,0.82µM*,-1.4*
O=C(Cn1cnc2cc([N+](=O)[O-])ccc2c1=O)Nc1ccc(N2CCOCC2)cc1,?,·
COc1ccc(CCC(C)NCCc2ccc(Cl)cc2Cl)cc1 (configuration not stated),?,·
COc1ccc(N2CCN(C(=O)C3CCN(S(=O)(=O)c4ccc(F)cc4)CC3)CC2)cc1,-5%,-5
CCN(CC)S(=O)(=O)c1ccc(C)c(NC(=O)Cc2ccc(S(=O)(=O)N3CCOCC3)s2)c1,?,·
# New compounds follow.
SMILES,Lipid storage S3,Lipid storage S3 cell count max
O=S(=O)(NCCSc1ccc(Cl)cc1)c1ccc(F)cc1,-17%,-1
O=C(/C=C/c1ccccc1)NC(=S)Nc1ccccc1,17%,3
CCOc1ccc(S(=O)(=O)NCC(=O)OCc2nnc(-c3ccccc3)o2)cc1,?,·
O=C(C1CCCCC1)N1CCN=C1SCc1cccnc1,13%,39
O=C(Cc1ccccc1)NCC(=O)OCC(=O)c1cccs1,?,·
COc1cc(C(=O)OCC(=O)NC(=O)c2cccn2C)ccc1OC(F)F,?,·
CCc1cc(C(=O)NNC(=S)Nc2cc(C)ccc2C)cs1,0%,-13
COc1ccc(-n2c(-c3ccc(Br)cc3)nc(=S)c3c2CCCC3)cc1,?,·
COc1ccccc1S(=O)Cc1ccc(C(=O)O)o1 (configuration not stated),?,·
O=C(CCN1C(=O)S/C(=C\c2ccccc2)C1=O)N1CCCCC1,?,·
Cc1ccc(NC(=O)c2cc3ccccc3o2)cc1Cl,?,·
O=C(c1cccs1)N(C(=O)c1cccs1)c1ccc(Br)cn1,i,1
COc1ccc(NC(=O)CN2CCN(c3c(C)cccc3C)CC2)cc1,i,-24
O=S(=O)(c1ccccc1)c1nc(-c2ccc(F)cc2)oc1N1CCOCC1,-21%,-13
CCOc1ccc(NC(=O)Nc2cccc(C)n2)cc1,?,·
COc1ccc(Cn2nnnc2C(C(C)C)N2CCc3ccccc32)cc1 (configuration not stated),?,·
CC(OC(=O)c1ccncc1)C(=O)Nc1cc(S(=O)(=O)N2CCCCC2)ccc1Cl (configuration not stated),11%,17
COCCn1ccc2c(OCC(=O)Nc3ccccc3OC)cccc2c1=O,?,·
CC1=CC(C)(C)N(S(=O)(=O)c2ccc(F)cc2)c2ccc(C)cc21,?,·
Cc1ccc(Cn2c(C)cc3c(c2=O)C(c2cccs2)C(C#N)=C(N)O3)cc1 (configuration not stated),15%,3
CCOc1ccc(-c2noc(CCC(=O)O)n2)cc1,-1%,10
CC(C(=O)N1CCc2ccccc21)N(C)CC(=O)Nc1ccccc1Cl (configuration not stated),16%,28
COc1ccc(NC(=O)CSc2nnc(-c3cccnc3)s2)cc1,?,·
CCC1CCCCN1S(=O)(=O)c1ccc(NC(=O)c2ccncc2)cc1 (configuration not stated),?,·
Cn1c(=S)n(/N=C/c2cccs2)c2ccccc21,?,·

# One compound at a time, from the list above. Order of screens: Lipid storage S3, Lipid storage S3 cell count max
# CCC1CCCCN1S(=O)(=O)c1ccc(NC(=O)c2ccncc2)cc1 (configuration not stated) is entered as ?, ·
# O=C(/C=C/c1ccccc1)NC(=S)Nc1ccccc1 is entered as 17%, 3
# O=C(C1CCCCC1)N1CCN=C1SCc1cccnc1 is entered as 13%, 39
# Cc1ccc(Cn2c(C)cc3c(c2=O)C(c2cccs2)C(C#N)=C(N)O3)cc1 (configuration not stated) is entered as 15%, 3
# CCOc1ccc(S(=O)(=O)NCC(=O)OCc2nnc(-c3ccccc3)o2)cc1 is entered as ?, ·

# Part of the list above in a different format.
compound	Lipid storage S3	Lipid storage S3 cell count max
COCCn1ccc2c(OCC(=O)Nc3ccccc3OC)cccc2c1=O	?	·
CC1=CC(C)(C)N(S(=O)(=O)c2ccc(F)cc2)c2ccc(C)cc21	?	·

# More entries follow:
SMILES,Lipid storage S3,Lipid storage S3 cell count max
Cc1cccc(N2CCN(S(=O)(=O)c3ccc4c(c3)CC(C)N4C(=O)C3CC3)CC2)c1C (configuration not stated),-10%,29
CC1=CC(c2ccccc2)=Nc2ccc(C)cc2N1,?,·
CCCCCOC(=O)CC(C(=O)OCCCCC)N1CCCCC1 (configuration not stated),?,·
Cc1cccc(NC(=O)CSc2n[nH]c(-c3cccnc3)n2)c1,?,·
O=c1oc(-c2cccs2)nc2c1cnn2-c1ccccc1,?,·
CCOC(=O)C(C(=O)Nc1ccccc1C)C1CCCCC1 (configuration not stated),?,·
Cc1cccc(OC(=O)NCCOC(=O)N(O)c2ccc(Cl)cc2)c1,-6%,-12
CCOc1ccc(N(C(=O)Cn2nnc3ccccc32)C(C(=O)NC(C)(C)CC)c2cccn2C)cc1 (configuration not stated),-7%,0
Cc1ccc(NS(=O)(=O)c2ccc3c(c2)CCC(=O)N3)cc1C,2%,-2
Cc1nn(Cc2ccccc2)c(Cl)c1/C=C1\NC(=S)NC1=O,?,·
CCCCc1nc(Cl)c(CO)n1Cc1ccc(-c2ccccc2-c2nn[nH]n2)cc1,?,·
Cc1ccc(Oc2ccc(C(=O)NC3CCSC3=O)cn2)cc1 (configuration not stated),?,·
Cc1nnc(NC(=O)c2c(-c3ccccc3)noc2C)s1,-18%,-14
Cn1c(SCC(=O)Nc2ccc(NC(=O)c3cccs3)cc2)nnc1-c1ccncc1,6%,7
O=S(=O)(NC1CCc2ccccc21)c1ccc(S(=O)(=O)N2CCCC2)cc1 (configuration not stated),?,·
COc1ccc(OC)c(CNC(=O)c2nn(C)c3c2CS(=O)(=O)c2ccccc2-3)c1,?,·
COc1cccc(-c2ncc3ccccc3c2COC(=O)c2ccc(C(F)(F)F)cc2)c1,5%,-9
O=C(CSc1nnc(CNC(=O)c2cccs2)o1)Nc1ccc2c(c1)OCO2,i,15
